Source: PubChem (several laboratories)
CHRM5 PAM: CHRM5 positive allosteric modulation | CHO-K1 hM5, Fluo-8 calcium, ACh EC20 PAM; 0% = ACh EC20, 100% = ACh EC100 | activation, % at 3 µM | actives 0.3% (n = 360,000) | AID 624038;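 active = activation above the run cutoff, the mean activation of all test compounds plus 3 SD, cut at about 18% in these data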
Target sequence (P08912 whole entry, looked up): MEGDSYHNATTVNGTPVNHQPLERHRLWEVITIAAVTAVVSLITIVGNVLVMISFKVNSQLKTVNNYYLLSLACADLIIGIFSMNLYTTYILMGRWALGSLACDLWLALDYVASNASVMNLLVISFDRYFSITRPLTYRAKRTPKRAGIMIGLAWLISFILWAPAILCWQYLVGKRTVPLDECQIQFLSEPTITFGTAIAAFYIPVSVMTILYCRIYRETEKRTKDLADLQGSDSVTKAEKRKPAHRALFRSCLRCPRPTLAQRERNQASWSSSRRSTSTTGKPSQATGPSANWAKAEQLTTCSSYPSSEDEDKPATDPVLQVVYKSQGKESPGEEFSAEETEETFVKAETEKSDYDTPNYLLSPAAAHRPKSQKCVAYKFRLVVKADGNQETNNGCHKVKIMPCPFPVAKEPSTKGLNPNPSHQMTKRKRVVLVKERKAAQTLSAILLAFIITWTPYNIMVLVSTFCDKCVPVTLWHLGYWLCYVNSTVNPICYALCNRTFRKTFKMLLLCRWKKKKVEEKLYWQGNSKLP
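Assay system: CHO-K1 hM5 cells / Incubation: Fluo-8 loading 80 min at 37 °C plus 30 min room temperature / Technique: Fluo-8 calcium dye fluorescence, kinetic read / Repeats: single replicate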
M4 ag: CHRM4 agonism in calcium assay; actives 0.14% (n = 360,000); CHO-K1 hM4/Gqi5, Fluo-8 calcium fluorescence; vehicle 0%, full acetylcholine response 100%; AID 624127; P08173; activation, % at 3 µM;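 active = activation above the run mean over all test wells plus 3 SD, cut at about 32% in these data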;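 note: peak over basal fluorescence ratio per well then scaled between controls; 0% = DMSO wells and 100% = acetylcholine at EC100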
Target sequence (P08173 whole entry, looked up): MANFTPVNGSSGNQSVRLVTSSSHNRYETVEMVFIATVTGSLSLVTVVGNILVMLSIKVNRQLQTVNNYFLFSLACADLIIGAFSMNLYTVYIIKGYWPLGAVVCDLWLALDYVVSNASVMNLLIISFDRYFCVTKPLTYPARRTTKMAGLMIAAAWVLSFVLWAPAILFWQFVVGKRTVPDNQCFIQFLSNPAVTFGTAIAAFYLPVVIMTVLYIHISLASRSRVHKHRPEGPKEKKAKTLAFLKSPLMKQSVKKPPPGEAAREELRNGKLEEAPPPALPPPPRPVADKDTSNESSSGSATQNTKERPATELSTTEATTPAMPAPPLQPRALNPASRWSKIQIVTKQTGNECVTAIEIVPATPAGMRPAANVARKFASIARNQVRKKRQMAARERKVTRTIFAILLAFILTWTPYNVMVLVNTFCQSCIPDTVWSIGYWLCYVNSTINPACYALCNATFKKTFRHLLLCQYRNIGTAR
CHRM4 PAM: potentiates acetylcholine response at human M4 receptor. CHO-K1 hM4/Gqi5, Fluo-8 calcium fluorescence, ACh EC20; 0% = ACh EC20, 100% = maximal ACh. activation, % at 3 µM. actives 0.4% (n = 360,000). AID 624126;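 active = activation above its plate's cutoff, the mean activation of sample wells plus 3 SD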; note: some results filed as inactive read as strong as hits
IDE inh: cellular human IDE inhibition. P14735. HEK cells, FAbetaB cleavage, fluorescence polarization. inhibition, % at 5.59 µM. actives 0.41% (n = 320,000);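 active = percent inhibition above the average of all tested compounds plus 3 SD, set per screening campaign, cut at about 16% in these data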;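 note: IDE supplied by intact live HEK cells; FP after avidin binding of uncleaved biotin substrate so inhibition keeps polarization high; 0% = DMSO wells and 100% = 60 µM reference IDE inhibitor Ii1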
CHRM4 antagonist: blocks acetylcholine activation of human M4 receptor. P08173. CHO-hM4 cells, ACh EC80, Fluo-8 calcium fluorescence. inhibition, % at 3 µM. actives 0.73% (n = 360,000);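 active = inhibition above its plate's cutoff, the mean inhibition of sample wells plus 3 SD, cut at about 27% in these data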;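 note: 0% = acetylcholine EC80 with DMSO and 100% = DMSO without agonist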
CRFBP-R2 block: antagonists of CRF-binding protein/CRF-R2 receptor complex; HEK293 CRF-R2/CRF-BP, CRF-induced calcium fluorescence; inhibition, % at 11.8 µM; actives 0.59% (n = 350,000);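 active = inhibition of the ligand-induced calcium signal above about 50% at the single tested concentration, limit read from the data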
CRFR2-BP ag: agonists of human CRF-binding protein/CRF-R2 receptor complex | activation, % at 13.2 µM | HEK293 CRF-R2/CRF-BP, calcium dye fluorescence (FLIPR); percent of saturating CRF peptide response | actives 0.46% (n = 350,000);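 active = activation of at least 50%, plus an integration ratio under a set limit after plate pattern correction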;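 note: plate controls were neutral control wells without compound for no effect and CRF at EC100 for full effect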
M5 antag: CHRM5 antagonism in calcium assay. P08912. CHO-hM5 cells, Fluo-8 calcium fluorescence, ACh EC80. inhibition, % at 3 µM. actives 0.59% (n = 360,000);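 active = inhibition above a per-plate cutoff, the mean of that plate's test compounds plus 3 SD, cut at about 27% in these data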;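 note: 0% = acetylcholine EC80 with DMSO and 100% = DMSO without agonist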
M5 ag: CHRM5 agonism in calcium assay; AID 624037; P08912; actives 0.19% (n = 360,000); CHO-K1 hM5 cells, Fluo-8 calcium fluorescence; 0% DMSO wells, 100% maximal acetylcholine response; activation, % at 3 µM;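 active = activation above the run's mean over test compounds plus 3 SD, cut at about 23% in these data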;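 note: signal is peak over basal fluorescence ratio across the kinetic read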
* hit, by the source's call; x = no result given.

SMILES	CHRM5 PAM	M4 ag	CHRM4 PAM	IDE inh	CHRM4 antagonist	CRFBP-R2 block	CRFR2-BP ag	M5 antag	M5 ag
CCNC(=O)CN(c1ccc(CC)cc1)S(C)(=O)=O	0	0	1	-1	5	13	-2.7	7	0
COc1ccccc1NS(=O)(=O)c1cc(NC(=O)c2cc(F)c(F)c(F)c2F)ccc1N1CCOCC1	-3	3	-4	2	-2	-14	0.7	10	-2
CCCCNC(=O)c1ccc2c(c1)N(CC)C(=O)CS2	0	2	-2	6	5	10	0.1	-4	0
NC(=NCCc1c[nH]c2ccccc12)NC(=O)c1ccc(F)cc1	-4	8	-7	9	1	-7	-1.4	11	0
CCOc1cc(C(=O)Nc2ccc3c(c2)OCO3)ccc1OCCOc1ccccc1Cl	-1	1	2	-1	-1	-4	0.5	1	1
CC(C)Cn1c(C(C)C)nc([N+](=O)[O-])c1Sc1ccc(Cl)cn1	1	-1	-2	1	1	-12	1.9	1	-5
OCCC1CN(Cc2nc(-c3ccc(F)cc3)cs2)CCN1CCc1ccccc1 (stereo unspecified)	-1	6	-3	5	-4	1	-1.0	12	-7
COc1ccccc1C(CC(=O)c1ccccc1)CC(=O)c1ccccc1	-12	0	-8	4	-7	7	7.8	-4	-3
COc1cc(NC(=O)C2CCCO2)c(C(=O)O)cc1OC (stereo unspecified)	5	1	9	-4	8	19	-1.9	-7	4
Cc1cc(C(=O)NCc2ccco2)on1	-6	-1	-5	0	8	0	0.0	-1	3
CCCCc1nnc(NC(=O)c2ccc3c(=O)n4c(nc3c2)CCC4)s1	8	2	10	5	6	23	-1.9	-1	5
CCNC(=S)N(CCc1c(C)[nH]c2ccccc12)Cc1cc(OC)c(OC)c(OC)c1	-15	7	-8	0	-1	-16	-2.9	7	3
CCOC(=O)CSc1nc2cc3c(cc2cc1CC)OCCO3	-2	-2	2	12	-12	-9	4.0	-4	-14
COc1ccc(CC(=O)Nc2cccc(-c3ccc4nncn4n3)c2)cc1OC	-5	7	-2	-3	2	-8	-0.2	6	3
CCn1c(SCC(=O)Nc2ccccc2)nnc1-c1cccs1	0	3	13	-1	-6	9	1.2	10	1
COc1ccc(OC)c(NC(=S)NCc2ccc(S(N)(=O)=O)cc2)c1	-3	2	4	0	-1	32	-1.1	7	-4
COc1ccc(NC(=O)c2ccccc2NC(=O)c2cccs2)cc1	7	0	-8	0	8	-11	10	-4	-5
O=C(NCCCCc1ccccc1)c1cccc(Br)c1	2	0	-5	1	1	6	-0.3	-6	-2
COc1ccc2[nH]cc(S(=O)(=O)c3ccc(F)cc3)c(=O)c2c1	-1	1	0	1	-7	6	-0.4	5	2
COc1ccc(Cl)cc1NC(=S)N1CCCCCC1	0	1	8	-4	-18	-4	-2.4	2	-4
O=C1NC2(CCCCCC2)C(=O)N1Cc1ccccc1Cl	-5	1	5	0	-7	-14	3.6	4	-7
O=C(NCCN1CCC(n2c(=O)[nH]c3ccccc32)CC1)c1ccccc1C(F)(F)F	-14	6	-1	x	5	x	x	4	5
COc1ccc(OC)c(CNn2c(-c3ccccc3F)nc3ccccc3c2=O)c1	-2	9	-9	5	1	-35	-4.9	13	2
Nc1cc(Cl)ccc1N1CCCCC1	-5	0	-6	8	4	23	-1.4	0	-5
Clc1ccc(NCc2cccnc2)cc1	-1	2	-4	2	10	2	-0.5	4	-5
Cn1c(CCN2CCOCC2)nc2cc(NC(=O)COc3ccc([N+](=O)[O-])cc3)ccc21	-1	1	0	4	-1	-1	0.6	4	-3
Cc1cnc(C(=O)N2CCCC(N3CCN(c4cccc(C(F)(F)F)c4)CC3)C2)cn1 (stereo unspecified)	2	1	6	-3	-5	-1	3.1	6	-2
COCCCN1C(=O)c2ccc(C(=O)N3CCN(c4ccc(OC)cc4)CC3)cc2C1=O	-5	1	-2	3	6	-9	1.8	8	-4
CCCSCCCNC(=O)c1cc2c(s1)CS(=O)(=O)C2	-1	1	4	1	-2	-19	6.2	-1	0
CC(=O)Nc1ccc(CN2CCN(CC=C(C)C)C(CCO)C2)cc1 (stereo unspecified)	-6	0	-18	1	9	0	0.5	0	-1
O=c1c(Cc2c(F)cccc2Cl)c(O)ccn1CCc1c[nH]c2ccccc12	-2	2	1	4	-9	-29	-1.6	5	-2
CSc1nc2ccc(NS(=O)(=O)c3c(Cl)cccc3Cl)cc2s1	4	0	-2	2	-3	1	-1.5	-5	-3
C[C@H]([C@@H](N)C(=O)N[C@@H](C(=O)O)[C@@H]1O[C@H](n2ccc(=O)[nH]c2=O)[C@@H](O)[C@H]1O)[C@@H](O)c1ccc(O)cn1	1	0	-1	1	-2	-19	2.4	0	3
COC(=O)C(CCSC)NC(=O)Cn1ncc2c(=O)oc3ccc(C)cc3c21 (stereo unspecified)	1	2	7	0	-10	-25	19	3	2
O=C(Nc1cccc(OC(F)(F)F)c1)c1cccc2c(-c3cccnc3)coc12	0	4	3	x	-10	x	x	-12	-2
CCOc1ccccc1N(C(=O)c1snc(C(N)=O)c1N)C(C(=O)NCCC(C)C)c1ccco1 (stereo unspecified)	2	-3	-3	5	5	17	-5.2	-3	-4
CC(=O)/C(N=Nc1ccc(SC(F)F)cc1)=C(\C)O	-2	0	-10	-1	-3	-22	-6.9	14	-1
Cc1ccc(C)n1-c1ccc(NC(=O)c2ccccc2)cc1	-15	9	-6	1	-1	38	8.7	17	0
Cc1ccc(C(=O)CSc2nc3ccccc3c(=O)n2N)o1	-4	3	-1	-5	8	5	-1.8	9	0
CC1CCN(C(=O)CSc2nc(N)c3c4c(sc3n2)CN(C)CC4)CC1	4	0	-8	x	-4	-7	2.7	-6	-3
COc1cc2[nH]c(=S)n(Cc3ccccc3)c(=O)c2cc1OC	5	1	4	2	-11	-8	-1.6	-1	5
O=C(NCCCO)NC12CC3CC(CC(C3)C1)C2	4	2	7	-2	1	-11	1.4	-3	1
COc1ccc(N2CCN(CC(=O)Nc3ccc(C)cc3)CC2)cc1	-2	-1	-9	1	8	1	-3.2	-11	2
COC(=O)C(NS(=O)(=O)c1ccc(F)cc1)c1ccccc1 (stereo unspecified)	9	2	3	-7	-5	6	-0.5	-25	1
Cc1ccccc1C(=O)NC[C@@H]1CCCN2CCCC[C@H]12	0	1	-5	3	6	12	0.7	2	-5
O=C(c1cc2cc([N+](=O)[O-])ccc2oc1=O)N1CCN(C2CCCCC2)CC1	3	0	2	8	-4	-8	-4.1	3	-5
COc1ccc(Cl)cc1NC(=O)CC(C)c1ccccc1 (stereo unspecified)	-3	-1	5	-2	0	18	-0.6	4	-9
O=C(O)C1CSCN1S(=O)(=O)c1cccc2nsnc12 (stereo unspecified)	-3	1	1	8	-17	8	-1.8	-7	-2
CCn1c(SCC(=O)N2CCCc3ccccc32)nnc1-c1ccco1	4	1	0	5	0	3	-0.5	-8	-2
O=C(CCc1ccccc1)N=C1SC2CS(=O)(=O)CC2N1Cc1ccccc1 (stereo unspecified)	10	1	12	-7	1	-22	2.6	-1	0
Cc1c(C(=O)NCCN2CCOCC2)sc2nc(-c3ccc(F)cc3)cn12	1	4	3	1	-7	6	0.5	-11	5
CC(C)CC(C(=O)OCC(=O)c1c(N)n(C)c(=O)n(C)c1=O)N1C(=O)c2ccccc2C1=O (stereo unspecified)	3	5	5	0	9	6	-1.1	5	-2
Cc1ccc(S(=O)(=O)/N=C(/Nc2nc(C)cc(C)n2)N2CCOCC2)cc1	-2	0	-5	-2	6	9	0.3	1	1
COC(=O)c1ccc2c(c1)C(C)(C)C(/C=C/c1ccc(O)cc1)=[N+]2C	5	7	-9	16*	14	-137	51*	9	22
CN1CCN(CCNC(=O)c2cn(Cc3ccccc3F)nn2)CC1	3	0	2	-3	-8	-5	4.7	-8	-1
COC(=O)CCN(C(=O)c1ccc(N2CCCC2)c([N+](=O)[O-])c1)c1ccccn1	0	1	1	-1	5	5	1.7	6	0
CCNc1nc(C23CC4CC(CC(C4)C2)C3)cs1	-6	0	-8	4	-4	-79	-0.8	-9	-2
COC(=O)Cn1c2ccccc2c2nc3ccccc3nc21	-1	4	-3	x	4	14	-2.6	7	-2
O=[N+]([O-])c1ccc(S(=O)(=O)CC(CN2CCOCC2)N2CCOCC2)cc1 (stereo unspecified)	9	2	1	5	-2	1	-0.4	3	0
CC(=O)Nc1nc2cc3c(cc2s1)OCO3	-18	2	7	3	-8	7	1.1	-1	38*

Some of the entries so far, in markdown:
| mol | CHRM5 PAM | M4 ag | CHRM4 PAM | IDE inh | CHRM4 antagonist | CRFBP-R2 block | CRFR2-BP ag | M5 antag | M5 ag |
| --- | --- | --- | --- | --- | --- | --- | --- | --- | --- |
| COC(=O)c1ccc2c(c1)C(C)(C)C(/C=C/c1ccc(O)cc1)=[N+]2C | 5 | 7 | -9 | 16* | 14 | -137 | 51* | 9 | 22 |
| CN1CCN(CCNC(=O)c2cn(Cc3ccccc3F)nn2)CC1 | 3 | 0 | 2 | -3 | -8 | -5 | 4.7 | -8 | -1 |

The main list resumes, repeating the six entries before the break.
SMILES	CHRM5 PAM	M4 ag	CHRM4 PAM	IDE inh	CHRM4 antagonist	CRFBP-R2 block	CRFR2-BP ag	M5 antag	M5 ag
CN1CCN(CCNC(=O)c2cn(Cc3ccccc3F)nn2)CC1	3	0	2	-3	-8	-5	4.7	-8	-1
COC(=O)CCN(C(=O)c1ccc(N2CCCC2)c([N+](=O)[O-])c1)c1ccccn1	0	1	1	-1	5	5	1.7	6	0
CCNc1nc(C23CC4CC(CC(C4)C2)C3)cs1	-6	0	-8	4	-4	-79	-0.8	-9	-2
COC(=O)Cn1c2ccccc2c2nc3ccccc3nc21	-1	4	-3	x	4	14	-2.6	7	-2
O=[N+]([O-])c1ccc(S(=O)(=O)CC(CN2CCOCC2)N2CCOCC2)cc1 (stereo unspecified)	9	2	1	5	-2	1	-0.4	3	0
CC(=O)Nc1nc2cc3c(cc2s1)OCO3	-18	2	7	3	-8	7	1.1	-1	38*
CC(Sc1nnc(C(F)(F)F)n1C)C(=O)Nc1ccc(S(N)(=O)=O)cc1 (stereo unspecified)	6	0	2	-13	-8	1	-0.6	-9	3
COc1cc2[nH]c(=O)n(CCC(=O)NC3CCCC3)c(=O)c2cc1OC	5	0	-2	0	2	5	0.9	-4	-1
Nc1ccc(CSc2ccc(Cl)cc2)c(Cl)c1	-3	0	2	x	-7	-6	2.5	12	-4
COc1ccc(CCNC(=O)COc2ccc(S(=O)(=O)N3CCCC3)cc2)cc1	6	1	0	6	-7	12	-1.5	-2	0
CCCCN1C(=O)C(CC(=O)NCc2cccc3ccccc23)CC(C(=O)N(C(C)C)C(C)C)=C1C (stereo unspecified)	-6	3	-3	x	-4	x	x	-4	-1
CC(C)Cn1c(N)c(C=O)c(=O)[nH]c1=O	-4	1	1	2	-11	-7	0.3	6	-1
O=C(NCCO)/C(=C\c1ccco1)NC(=O)c1cccs1	-17	14	-10	1	6	-16	6.5	17	4
CCCCS(=O)(=O)N1C2=NC(C(=O)OC)=C(C(=O)OC)[C@@H]3N(C)c4ccc(OC)cc4[C@]23C[C@H]1C(=O)OC	4	2	2	1	-4	2	0.2	0	3
CN(Cc1cnn(-c2ccccc2)c1)C(=O)c1ccc(S(=O)(=O)NCc2ccco2)cc1	-6	10	-1	x	-14	-29	1.6	-2	1
CC1(c2nnc(Cc3ccccc3)o2)CC(c2ccc([N+](=O)[O-])cc2)=NO1 (stereo unspecified)	-7	10	11	-1	-12	0	-0.2	10	-2
